TbMetRS inhib: Trypanosoma brucei MetRS inhibition. purified T. brucei MetRS, ATP depletion, Kinase-Glo luminescence. inhibition, % at 11.9 µM. hit rate 0.4% among 360,000;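 active means inhibition above a per-plate cutoff of the control wells' mean inhibition plus 3 SD, cut at about 5.5% in these data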;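 further: 0% = DMSO wells median and 100% = median of wells with control inhibitor compound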
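Material: T. brucei methionyl-tRNA synthetase, purified; reagent: substrates ATP, L-methionine and bulk Escherichia coli tRNA; dosing: 11.9 µM single point; timing: 15 min plus 2 h at 25 °C; detection: luminescence of leftover ATP; evaluation: % inhibition; control set: DMSO-only wells as low control; replicates: singlicate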
MLLE-PAM2 inh: blocks PAM2 peptide binding to the PABP1 MLLE domain; hit rate 0.36% among 360,000; GST-MLLE / FITC-PAM2 fluorescence polarization; inhibition, % at 20 µM; in the data active means inhibition above about 35%, passing the limit was not always enough;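 further: plate controls were DMSO wells with GST-MLLE for no effect and wells lacking GST-MLLE protein for full effect; some results filed as inactive read as strong as hits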
Scp1 inh: inhibitors of human Scp-1 phosphatase; Recombinant Scp1, phosphopeptide, malachite green phosphate absorbance; inhibition, % at 20 µM; hit rate 0.88% among 340,000; AID 493091;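 active means inhibition above about 50% at 20 µM, limit read from the data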;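 further: plate controls were DMSO wells with enzyme for no effect and wells lacking enzyme for full effect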
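Times: enzyme reaction 45 min at room temperature, colour 5 min, stabilisation 30 min. Material: SCP-1 catalytic fragment, aa 76-261. Medium: Acidic Tris acetate buffer with magnesium and detergent. Signal: colorimetric free-phosphate detection, absorbance 630 nm. Read-out basis: % inhibition of SCP-1 phosphate liberation. Reagent: Phosphorylated 17-residue peptide substrate.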
SUMO1 PPI mod: SUMO1-SIM interaction modulation | inhibition, % at 20 µM | SUMO1 binding to a labelled peptide, TR-FRET, 1 h | AID 602429 | P63165 | hit rate 0.33% among 360,000; in the data active means inhibition above about 37%
Target sequence (P63165 whole entry, looked up): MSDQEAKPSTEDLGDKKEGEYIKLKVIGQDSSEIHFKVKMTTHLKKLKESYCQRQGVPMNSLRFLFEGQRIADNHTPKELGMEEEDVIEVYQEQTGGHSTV
STEP inh: blocks human striatal-enriched tyrosine phosphatase; P54829; recombinant STEP, OMFP fluorogenic substrate, fluorescence; inhibition, % at 20 µM; hit rate 0.25% among 360,000;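 active means inhibition at 20 µM, scaled per plate between control wells, above about 37%, limit read from the data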;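 further: 0% = DMSO with enzyme and substrate and 100% = substrate only without enzyme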
Target sequence (P54829 whole entry, looked up): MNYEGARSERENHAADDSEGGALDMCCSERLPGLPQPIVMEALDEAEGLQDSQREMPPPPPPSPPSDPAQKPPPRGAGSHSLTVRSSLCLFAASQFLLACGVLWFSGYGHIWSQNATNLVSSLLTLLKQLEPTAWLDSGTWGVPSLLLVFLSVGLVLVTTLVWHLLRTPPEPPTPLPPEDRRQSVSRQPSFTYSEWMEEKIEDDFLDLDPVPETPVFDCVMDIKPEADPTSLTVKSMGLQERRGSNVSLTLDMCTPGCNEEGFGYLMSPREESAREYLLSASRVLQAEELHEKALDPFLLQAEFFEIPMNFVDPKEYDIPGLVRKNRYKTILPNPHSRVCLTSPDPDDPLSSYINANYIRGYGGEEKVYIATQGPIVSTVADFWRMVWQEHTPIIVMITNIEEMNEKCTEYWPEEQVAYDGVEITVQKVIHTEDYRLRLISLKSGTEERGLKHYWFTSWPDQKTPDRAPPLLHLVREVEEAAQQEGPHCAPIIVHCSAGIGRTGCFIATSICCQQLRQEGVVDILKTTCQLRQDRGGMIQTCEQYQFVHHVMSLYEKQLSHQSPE
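material = STEP tyrosine phosphatase | reagent = fluorogenic phosphatase substrate OMFP at 25 µM final | doses = single compound dose of 20 µM, 1% DMSO final | schedule = 20 min reaction, room temperature, in the dark | measured by = fluorescence, 480/540 nm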
CSN inh: inhibitors of human CSN-mediated cullin deneddylation. Q92905. Purified CSN, SCF-Nedd8-OG deneddylation, fluorescence polarization. inhibition, % at 12.5 µM. hit rate 0.38% among 360,000. AID 651999;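 active means pattern-corrected inhibition above about 35%, with an unprinted fluorescence ratio check between 0.5 and 1.5, limit read from the data, passing the limit was not always enough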;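 further: 0% = enzyme with substrate and 100% = substrate without enzyme; some results filed as inactive read as strong as hits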
Target sequence (Q92905 whole entry, looked up, one chain of several): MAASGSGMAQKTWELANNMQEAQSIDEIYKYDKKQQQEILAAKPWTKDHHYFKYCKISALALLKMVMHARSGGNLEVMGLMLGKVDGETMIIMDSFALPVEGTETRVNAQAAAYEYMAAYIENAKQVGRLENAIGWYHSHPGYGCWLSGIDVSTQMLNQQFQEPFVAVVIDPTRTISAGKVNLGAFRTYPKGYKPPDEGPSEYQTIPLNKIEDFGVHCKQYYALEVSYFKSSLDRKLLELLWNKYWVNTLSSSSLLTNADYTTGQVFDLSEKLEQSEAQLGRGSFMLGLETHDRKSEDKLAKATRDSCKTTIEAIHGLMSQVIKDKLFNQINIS
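Assay system: purified human Csn5 enzyme expressed in HEK293T cells; Input: 0.24 nM Csn5 enzyme, final concentration; Reagent: 10 nM SCFSkp2-Nedd8OG; Compound dosing: 12.5 µM single point; Times: reaction 90 min, room temperature; Technique: fluorescence polarization readout.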
DNMT1 block: blocks human DNA methyltransferase DNMT1 | P26358 | hit rate 0.83% among 360,000 | AID 588458 | inhibition (reported as % activation of signal), % at 10 µM | DNMT1 molecular beacon, Hinp1I cleavage, fluorescence; in the data active means inhibition above about 50%
NadD inh: inhibitors of Staphylococcus aureus NadD | purified NadD enzyme, colorimetric absorbance read-out | AID 602399 | hit rate 0.78% among 360,000 | inhibition, % at 20 µM; in the data active means inhibition above about 26%; further: some compounds past the cut are filed as inactive
Rpn11 block: blocks the human proteasome subunit Rpn11; O00487; human 26S proteasome, Ub4-pepOG fluorescence polarization; 20S core pre-blocked with epoxomicin; calls only at 20 µM; hit rate 0.59% among 360,000; AID 588493;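 active means inhibition at 20 µM, scaled to each plate's controls, above about 33%, limit read from the data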
LMPTP block: LMPTP (human) inhibition | recombinant LMPTP-A, OMFP fluorogenic substrate, fluorescence intensity | inhibition, % at 20 µM | hit rate 0.22% among 360,000;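 active means compounds that cut the enzyme signal by at least half of the control window in the single-dose screen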;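 further: plate controls were DMSO wells with enzyme plus substrate for no effect and substrate without enzyme for full effect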
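Assay system: LMPTP-A phosphatase enzyme | Input: 0.625 nM enzyme | Also added: Fluorogenic phosphatase substrate OMFP at 400 µM final | Compound dosing: One test concentration per compound, 20 µM, with 3% DMSO overall | Schedule: 50 min enzyme reaction at room temperature, protected from light | Signal: Fluorescence intensity | Benchmarks: no-enzyme and uninhibited controls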
Starred values were filed as active, the others as inactive; i = inactive; x = no result given; + = active, no number.

Short forms: A = TbMetRS inhib; B = MLLE-PAM2 inh; C = Scp1 inh; D = SUMO1 PPI mod; E = STEP inh; F = CSN inh; G = DNMT1 block; H = NadD inh; I = Rpn11 block; J = LMPTP block
O=C(COC(=O)C1=COCCO1)Nc1cc(Cl)c(Cl)cc1Cl
  A: -0.8	B: 2	C: 4	D: 0	E: 1	F: 2	G: 0	H: 2	I: i	J: 0.3

CCCN1CN=C(NS(=O)(=O)c2ccc(C)cc2)NC1
  A: -0.8	B: 17	C: -1	D: 0	E: 0	F: 3	G: 2	H: -7	I: i	J: -0.4

CC(C)Cc1nnc(NC(=O)CSc2nc(O)c(Cc3ccccc3)c(=O)[nH]2)s1
  A: -0.3	B: 19	C: -8	D: 3	E: 4	F: -13	G: 0	H: 2	I: i	J: -1.2

O=C(Nc1ccccc1OCc1ccccc1)c1ccccc1Br
  A: -0.3	B: -12	C: -5	D: 0	E: -1	F: 1	G: -1	H: -9	I: i	J: 3.4

Fc1ccccc1Cc1noc(CN2CCC(OCc3cccnc3)CC2)n1
  A: -0.1	B: 4	C: 1	D: -1	E: 0	F: -1	G: 1	H: -5	I: i	J: -0.8

CC(C)(C)NC(=O)c1cccc(NC(=O)c2ccc(NC(=O)c3ccco3)cc2)c1
  A: -1.5	B: -2	C: 13	D: -1	E: -4	F: 4	G: -4	H: -3	I: i	J: 0.1

COc1ccc(C(=O)/C=C2/C(=O)Nc3ccccc32)c(OC)c1
  A: -0.2	B: 3	C: -12	D: -3	E: 3	F: 8	G: -4	H: -8	I: i	J: 0.4

CCn1ccnc1C(O)c1cccc(OC)c1 (stereo not drawn)
  A: -1.1	B: -2	C: -2	D: 1	E: -2	F: -3	G: 3	H: -9	I: i	J: 0.6

COc1ccc(-c2ccc(C#N)c(SCC(=O)NCCc3ccccc3)n2)cc1OC
  A: 2.8	B: 0	C: -5	D: 2	E: 0	F: 1	G: 25	H: 3	I: i	J: -1.3

O=C(NCc1cccnc1)c1cc([N+](=O)[O-])ccc1N1CCOCC1
  A: 0.1	B: -3	C: -7	D: -25	E: -2	F: 3	G: 3	H: -9	I: i	J: -1.1

O=C(Nc1ccc(S(=O)(=O)Nc2nccs2)cc1)c1cc(-c2ccncc2)nc2ccccc12
  A: -0.5	B: -76	C: 1	D: -4	E: 0	F: 12	G: 13	H: 52*	I: i	J: 7.2

Cc1ccc(NC(=O)c2cc(N3CCOCC3)nc3ccccc23)cc1
  A: -1.2	B: 0	C: 6	D: -1	E: -4	F: -7	G: -1	H: -1	I: i	J: 0.8

O=C(NCCSc1ccccn1)c1ccc(Cl)cc1Cl
  A: 0.1	B: 2	C: -3	D: 1	E: 3	F: -3	G: 0	H: -10	I: i	J: -1.0

CCC(=O)Nc1c(C#N)c2nc3ccccc3nc2n1C1CCCCC1
  A: -0.2	B: -2	C: 28	D: 72*	E: 3	F: 32	G: 94*	H: 2	I: +	J: 1.6

O=C(NC(=S)NCCc1ccccn1)c1ccccc1
  A: -0.4	B: 23	C: -2	D: -2	E: -1	F: -18	G: 1	H: -4	I: i	J: 0.7

Results in Rpn11 block, STEP inh and DNMT1 block (three entries from above):
| compound | Rpn11 block | STEP inh | DNMT1 block |
| --- | --- | --- | --- |
| CCC(=O)Nc1c(C#N)c2nc3ccccc3nc2n1C1CCCCC1 | + | 3 | 94* |
| Fc1ccccc1Cc1noc(CN2CCC(OCc3cccnc3)CC2)n1 | i | 0 | 1 |
| O=C(NCc1cccnc1)c1cc([N+](=O)[O-])ccc1N1CCOCC1 | i | -2 | 3 |

Later entries
Short forms: A = TbMetRS inhib; B = MLLE-PAM2 inh; C = Scp1 inh; D = SUMO1 PPI mod; E = STEP inh; F = CSN inh; G = DNMT1 block; H = NadD inh; I = Rpn11 block; J = LMPTP block
Fc1cc(Br)ccc1COc1ccc(-c2nnco2)cc1
  A: 0.4	B: 20	C: -10	D: -1	E: 0	F: 4	G: 1	H: -6	I: i	J: 0.6

COc1ccc(OCCN2CCC(C(=O)NC(c3ccc(OC)cc3)c3ccccn3)CC2)cc1 (stereo not drawn)
  A: -0.2	B: 3	C: x	D: -1	E: -1	F: 0	G: 2	H: -4	I: i	J: 0.2

Nc1nc(Nc2ccccc2F)nc(NC2CCCCC2)c1[N+](=O)[O-]
  A: -1.0	B: -8	C: 4	D: 1	E: 1	F: -1	G: -2	H: -3	I: i	J: 2.8

O=C(COC(=O)c1ccc(O)cc1)Nc1ccc(S(=O)(=O)N2CCCC2)cc1
  A: -0.2	B: 10	C: -2	D: 1	E: 0	F: 1	G: -7	H: -1	I: i	J: 2.5

CC1CC(=O)Nc2ccccc2N1C(=O)COc1ccccc1C(N)=O (stereo not drawn)
  A: -0.3	B: 6	C: x	D: 0	E: -4	F: -9	G: -3	H: 2	I: i	J: -0.4

O=C(N/N=C/c1ccco1)C12CC3CC(CC(C3)C1)C2
  A: 0.0	B: 11	C: -8	D: -1	E: 0	F: 1	G: 0	H: 4	I: i	J: 0.0

Cc1ccc(-n2c(-c3ccccc3)c[n+]3c2CCc2ccccc2-3)c(C)c1
  A: 0.1	B: -2	C: 9	D: 2	E: -2	F: 0	G: 0	H: 2	I: i	J: 0.5

O=C(OCC(=O)N1CCOCC1)c1cncc(Br)c1
  A: 0.5	B: -1	C: x	D: 3	E: 1	F: 0	G: 6	H: 0	I: i	J: -2.2

CC(=O)c1cccc(NC(=O)C2CCCN2S(=O)(=O)c2cccc3nsnc23)c1 (stereo not drawn)
  A: 0.1	B: 1	C: -3	D: -37	E: 1	F: 1	G: 3	H: -3	I: i	J: -0.9

COCCn1nnnc1CN(Cc1ccco1)Cc1cc2cc3c(cc2[nH]c1=O)OCO3
  A: 0.2	B: 13	C: 0	D: -4	E: -1	F: -5	G: -1	H: -1	I: i	J: -0.3

Cc1ccc2oc(NC3=NC4(CCCC4)C4=C(CCCC4=O)N3)nc2c1
  A: -1.0	B: -4	C: x	D: 5	E: 2	F: 2	G: 3	H: 15	I: i	J: 2.8

Nc1c(C(=O)NC2CC2)c2nc3ccccc3nc2n1-c1ccc2c(c1)OCO2
  A: 0.0	B: 20	C: -10	D: 3	E: -4	F: 2	G: -15	H: 2	I: i	J: 4.0

COc1cc(C(=O)NCc2ccc(-c3nc4ccccc4s3)cc2)cc(OC)c1OC
  A: 0.1	B: 4	C: -5	D: 6	E: -4	F: -15	G: -1	H: -7	I: i	J: -0.7

Clc1ccc(OCCn2cnc3ccccc32)c(Cl)c1
  A: 1.9	B: -12	C: -1	D: 5	E: 1	F: 1	G: -9	H: -6	I: i	J: 6.8

COc1ccccc1CC(=O)N1CCN(S(=O)(=O)c2cccs2)CC1
  A: 0.2	B: -1	C: 0	D: 4	E: -1	F: 5	G: -2	H: 3	I: i	J: -0.3

Following part.
Short forms: A = TbMetRS inhib; B = MLLE-PAM2 inh; C = Scp1 inh; D = SUMO1 PPI mod; E = STEP inh; F = CSN inh; G = DNMT1 block; H = NadD inh; I = Rpn11 block; J = LMPTP block
CCOc1ccc(N2CC(C(=O)NCc3nnnn3-c3ccc(C)c(C)c3)CC2=O)cc1 (stereo not drawn)
  A: 0.2	B: 6	C: -5	D: -4	E: -2	F: 0	G: 1	H: -7	I: i	J: -1.2

C[C@H](CO)N1C[C@H](C)[C@@H](CN(C)C(=O)NC2CCCCC2)Oc2c(NC(=O)c3ccncc3)cccc2C1=O
  A: -0.7	B: -54	C: 44	D: 3	E: -3	F: 2	G: 17	H: 11	I: i	J: 1.4

COc1ccc(C)cc1NC(=O)CNC(C)C(=O)Nc1ccc(C(C)=O)cc1 (stereo not drawn)
  A: -0.8	B: -8	C: -7	D: -2	E: 0	F: 2	G: -5	H: 2	I: i	J: 0.3

COC(=O)C1=C(C)NC(=O)NC1c1c(O)ccc2ccccc12 (stereo not drawn)
  A: 0.0	B: 3	C: -5	D: 15	E: 0	F: 4	G: -2	H: -1	I: i	J: 1.3

CC1CN(S(=O)(=O)c2ccc(CN3C(=O)c4cccnc4C3=O)cc2)c2ccccc2O1 (stereo not drawn)
  A: 0.0	B: 7	C: -6	D: -12	E: 0	F: -1	G: 1	H: 8	I: i	J: 1.0

COC(=O)c1ccccc1N1C(=O)C2C(C1=O)[C@H]1C=C[C@@H]2C1 (stereo partly drawn)
  A: -0.1	B: -17	C: 1	D: 0	E: -2	F: -5	G: 0	H: -2	I: i	J: -1.3

CCCCOc1cccc(C(=O)Nc2ccc(S(=O)(=O)Nc3cc(C)on3)cc2)c1
  A: 0.6	B: 4	C: -6	D: 6	E: 2	F: 1	G: -4	H: 3	I: i	J: 0.5

O=C(CN1CCN(c2ccc(F)cc2)CC1)Nc1ccccc1
  A: 0.0	B: 3	C: -5	D: -9	E: 2	F: 5	G: -4	H: -7	I: i	J: 0.1

CCc1n[nH]c(=S)n1/N=C/c1ccc(N(CC)CC)cc1
  A: -0.6	B: 5	C: -1	D: -29	E: 3	F: -7	G: -1	H: 9	I: i	J: -1.4

CCc1ccc(C(=O)C(C)OC(=O)c2cccc(S(=O)(=O)N3CCOCC3)c2)cc1 (stereo not drawn)
  A: -0.3	B: 10	C: -7	D: 0	E: 4	F: 0	G: -1	H: -6	I: i	J: 1.4

Full records as entered above.
COc1ccc(C)cc1NC(=O)CNC(C)C(=O)Nc1ccc(C(C)=O)cc1 (stereo not drawn) is listed with TbMetRS inhib = -0.8; MLLE-PAM2 inh = -8; Scp1 inh = -7; SUMO1 PPI mod = -2; STEP inh = 0; CSN inh = 2; DNMT1 block = -5; NadD inh = 2; Rpn11 block = i; LMPTP block = 0.3
CCOc1ccc(N2CC(C(=O)NCc3nnnn3-c3ccc(C)c(C)c3)CC2=O)cc1 (stereo not drawn) is listed with TbMetRS inhib = 0.2; MLLE-PAM2 inh = 6; Scp1 inh = -5; SUMO1 PPI mod = -4; STEP inh = -2; CSN inh = 0; DNMT1 block = 1; NadD inh = -7; Rpn11 block = i; LMPTP block = -1.2

Bioassay records (PubChem)
